D2 ag – HTS Assay for Allosteric Agonists of the Human D2 Dopamine Receptor: Primary Screen for Agonists. activation, % at 2 µM. actives 0.53% (n = 340,000). D(2) dopamine receptor (Homo sapiens), P14416. HEK293 T-REx D2 cells, calcium flux agonist mode;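 active means activation over 3 SD above normal in the single-dose calcium agonist read, cut at about 30% in these data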; further: 0% is about no effect
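Agonism scored from kinetic calcium signal (1 read/sec, 180 s) following compound pin transfer, after a 10 s baseline. Cells: HEK293 Trex line expressing inducible D2 receptor coupled to calcium, dye-loaded after overnight culture at 30 C.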
D1 ag – Allosteric Agonists of the Human D1 Dopamine Receptor: qHTS; D(1A) dopamine receptor (Homo sapiens), P21728; HEK293 T-REx D1 cells, calcium flux, agonist mode; activation, % at 2 µM; actives 1% (n = 360,000); AID 504660, 2011; in the data active means activation above about 30%; further: 0% is about no effect
Target sequence (P21728 whole entry, looked up): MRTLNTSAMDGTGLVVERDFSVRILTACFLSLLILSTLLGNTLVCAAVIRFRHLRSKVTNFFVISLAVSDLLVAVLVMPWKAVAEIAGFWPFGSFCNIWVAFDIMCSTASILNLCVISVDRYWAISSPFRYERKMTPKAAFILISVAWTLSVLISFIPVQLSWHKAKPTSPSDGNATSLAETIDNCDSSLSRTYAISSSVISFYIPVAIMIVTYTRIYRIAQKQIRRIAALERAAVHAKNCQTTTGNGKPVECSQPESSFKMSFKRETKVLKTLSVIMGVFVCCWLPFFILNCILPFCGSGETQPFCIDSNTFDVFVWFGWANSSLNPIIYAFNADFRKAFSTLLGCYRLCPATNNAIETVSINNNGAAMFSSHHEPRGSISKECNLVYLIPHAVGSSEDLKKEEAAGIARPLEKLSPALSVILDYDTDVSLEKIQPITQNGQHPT
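Inducible HEK293 T-REx D1 cells, force-coupled to calcium signalling, were plated at 4000 cells/well with tetracycline and held overnight at 30 C. After no-wash calcium dye loading, compound-evoked calcium rise over 180 s flagged agonists.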
D2 potentiator – HTS Assay for Positive Allosteric Modulators of the Human D2 Dopamine Receptor: Primary Screen for Potentiators; D(2) dopamine receptor (Homo sapiens), P14416; HEK293 T-REx D2, calcium flux, EC20 dopamine potentiation; potentiation, % at 10 µM; actives 0.34% (n = 340,000); AID 485347, 2010;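 active means potentiation over 3 SD above the plate norm, cut at about 30% in these data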; further: 0% is about no effect
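Tetracycline-induced Hek293 Trex D2 cells, force-coupled to calcium, loaded with no-wash calcium dye. Compound added with 180 s kinetic read for agonism, then EC20 dopamine and a further 180 s read for potentiation.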
RXFP1 antagonist – qHTS Assay for Antagonists of the Relaxin Receptor RXFP1; HEK293-RXFP1, relaxin-stimulated cAMP HTRF, 30 min; active compounds read low; activity change, negative = inhibition, % at 57.5 µM; Relaxin receptor 1 (Homo sapiens), Q9HBX9; actives 0.59% (n = 350,000);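 active means activity change of -60% or lower, but not beyond a set lower limit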; further: on the % scale 0 is the no-effect control and ±100 the full control effect
TRHR PAM – qHTS for Small Molecule Agonists and Allosteric Enhancers of Human TRH Receptor: Primary Screen for Enhancers; actives 0.66% (n = 360,000); enhancement, % at 2 µM; TRHR cells, fluo-8 calcium fluorescence, EC20 TRH enhancement; AID 493056, 2011; in the data active means enhancement above about 30%; further: 0% is about no effect
Target sequence (P34981 whole entry, looked up): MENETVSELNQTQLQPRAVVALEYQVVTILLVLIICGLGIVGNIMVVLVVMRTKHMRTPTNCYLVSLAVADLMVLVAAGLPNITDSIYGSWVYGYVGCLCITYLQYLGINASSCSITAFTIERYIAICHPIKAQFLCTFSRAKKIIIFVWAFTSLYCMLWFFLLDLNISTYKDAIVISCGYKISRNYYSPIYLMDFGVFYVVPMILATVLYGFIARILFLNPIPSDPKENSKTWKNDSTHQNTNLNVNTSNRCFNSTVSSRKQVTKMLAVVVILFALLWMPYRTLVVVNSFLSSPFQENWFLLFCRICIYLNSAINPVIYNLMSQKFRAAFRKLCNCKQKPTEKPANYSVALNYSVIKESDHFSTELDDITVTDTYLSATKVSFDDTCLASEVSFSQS
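TRHR-expressing cells loaded with fluo-8 calcium dye were read kinetically (ex 480/em 530) during compound addition, then stimulated with an EC20 of TRH (10 nM final). Enhancement of the Gq-mediated intracellular calcium response was scored.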
D2 antagonist – HTS Assay for Allosteric Antagonists of the Human D2 Dopamine Receptor: Primary Screen for Antagonists; D(2) dopamine receptor (Homo sapiens), P14416; HEK293 TREx D2 cells, calcium flux, dopamine EC80; inhibition, % at 10 µM; actives 2% (n = 340,000); AID 485344, 2010; in the data active means inhibition above about 30%; further: 0% is about no effect
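Inhibition of EC80 dopamine-driven calcium flux, recorded kinetically, defines activity here; cells are a tetracycline-induced HEK293 T-REx line expressing force-coupled D2.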
D1 potentiator – Potentiators of Human D1 Dopamine Receptor: qHTS; D(1A) dopamine receptor (Homo sapiens), P21728; HEK293 TREx D1 cells, calcium flux, dopamine EC20 potentiation; potentiation, % at 10 µM; actives 0.036% (n = 360,000); AID 504651, 2011; in the data active means potentiation above about 30%; further: 0% is about no effect
D1 antag – Antagonist of Human D 1 Dopamine Receptor: qHTS; actives 3.2% (n = 360,000); activity change, negative = inhibition, % at 10 µM; D(1A) dopamine receptor (Homo sapiens), P21728; HEK293 TREx D1 cells, calcium flux, dopamine EC80; active compounds read low; in the data active means activity change below about -30%; further: on the % scale 0 is the no-effect control and ±100 the full control effect
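Cells carrying a force-coupled, tetracycline-inducible human D1 receptor report calcium flux. Each well gets a 10 s baseline, compound with 180 s monitoring, then an EC80 dopamine stimulus with a second 180 s kinetic read.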
RXFP1 ag – qHTS Assay for Agonists of the Relaxin Receptor RXFP1; Relaxin receptor 1 (Homo sapiens), Q9HBX9; HEK293T-RXFP1 cAMP TR-FRET, 30 min; response scale: percent of porcine relaxin response, buffer zero; Potency, µM (doses to about 57.5 µM), inactives show at the top dose activation, usual class: activators; actives 0.3% (n = 370,000); AID 2676, 2010; active means well fitted activation curve with a large enough effect; further: potency means the concentration at half of the fitted maximal effect; on the % scale 0 is the no-effect control and ±100 the full control effect; nearly all actives have a fitted effect of over 60% in size; many of its hits are not listed in these tables
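HEK293 cells stably expressing RXFP1, treated 30 min at 37C with compounds plus PDE4 inhibitor Ro 20174; cAMP measured by HTRF TR-FRET. Normalized to buffer and 29 nM porcine relaxin; EC50 by Hill fit.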
An asterisk follows results filed as active; / = no result given; [ ] = remark or other dose.

Values in the order – D2 ag, D1 ag, D2 potentiator, RXFP1 antagonist, TRHR PAM, D2 antagonist, D1 potentiator, D1 antag, RXFP1 ag
- CS(=O)(=O)CCC(C(=O)OCc1ccc(Cl)cc1)N1C(=O)c2ccccc2C1=O (stereo not drawn)
→ 0.6, 8, 5, 4, 0, -7, -5, -1, -0.1%
- COc1cc(Br)cc(-c2nc3c(c(=O)[nH]c(=O)n3Cc3ccccc3)n2C)c1O
→ 0.1, 6, -4, -8, 7, 10, 2, 3, 2.3%
- CCOc1ccccc1-n1c(N)c(C(N)=O)sc1=S
→ -1.7, 1, -3, 12, 11, -7, 12, -19, 0.1%
- C=C(C)CN1CCN(c2c(CCC#N)c(C)c(C#N)c3nc4ccccc4n23)CC1
→ 3.0, -1, /, 4, 2, 23, -2, -38*, 3.9%
- Cc1ccc([N+](=O)[O-])cc1Nc1nc(N2CCCC2)nc(N2CCCC2)n1
→ 0.5, 0, 11, 2, -2, 35*, 2, -6, -1.7%
- Cc1nc(NC(=O)C2CC2)sc1C
→ 0.7, 1, -8, /, -5, 0, -3, 2, -1.6%
- CN(C)S(=O)(=O)c1cccc(N=C2NN=C(c3ccccc3)CS2)c1
→ -1.1, 1, -8, -5, -1, -5, 1, -7, 0.6%
- CCOC(=O)c1c(S(=O)(=O)NCC2CCN(CCc3cccs3)CC2)c(C)n(C)c1C
→ -0.4, 0, -21, 3, -3, 43*, -6, -7, 0.9%
- Cc1sc2ncn(CC(=O)Nc3cccc(S(N)(=O)=O)c3)c(=O)c2c1-c1ccccc1
→ 0.3, -1, 6, 22, 4, -4, -1, -2, 1.0%
- CN(Cc1nc2ccccc2n1C)C(=O)c1ccco1
→ 0.2, 1, 17, 8, 13, -1, 5, -12, 0.6%
- COc1ccccc1/C=C/C(=O)c1c2c(c(C)[nH]c1=O)CCCC2
→ 0.7, 0, -4, 1, -2, 11, 6, 40, -1.0%
- CCN1/C(=C/C(=O)c2ccco2)Sc2ccccc21
→ 0.3, 0, 4, -9, -11, 3, 1, 0, 0.1%
- O=C(CN1CCCCC1)NCCNc1ccc(C(F)(F)F)cc1[N+](=O)[O-]
→ 3.7, 16, -14, 1, -8, 21, -14, -8, 2.6%
- COc1ccc(S(=O)(=O)N2CCCCC2)cc1-n1cnnn1
→ 0.0, 3, 1, 3, 14, 8, -6, -2, -1.7%
- Cc1ccc(C)c(NC(=O)C2CCN(C(=O)c3cccs3)CC2)c1
→ 0.8, -3, -15, 4, 2, 28, 0, -10, 2.5%

Entries from the list above that contain two or more sulfur atoms:
Values in the order – D2 ag, D1 ag, D2 potentiator, RXFP1 antagonist, TRHR PAM, D2 antagonist, D1 potentiator, D1 antag, RXFP1 ag
- CCOc1ccccc1-n1c(N)c(C(N)=O)sc1=S
→ -1.7, 1, -3, 12, 11, -7, 12, -19, 0.1%
- CN(C)S(=O)(=O)c1cccc(N=C2NN=C(c3ccccc3)CS2)c1
→ -1.1, 1, -8, -5, -1, -5, 1, -7, 0.6%
- CCOC(=O)c1c(S(=O)(=O)NCC2CCN(CCc3cccs3)CC2)c(C)n(C)c1C
→ -0.4, 0, -21, 3, -3, 43*, -6, -7, 0.9%
- Cc1sc2ncn(CC(=O)Nc3cccc(S(N)(=O)=O)c3)c(=O)c2c1-c1ccccc1
→ 0.3, -1, 6, 22, 4, -4, -1, -2, 1.0%

D1 antag, what is marked active above
canonical_smiles | D1 ag | D2 potentiator | RXFP1 antagonist | TRHR PAM | D2 antagonist | D1 potentiator | D1 antag
C=C(C)CN1CCN(c2c(CCC#N)c(C)c(C#N)c3nc4ccccc4n23)CC1 | -1 | / | 4 | 2 | 23 | -2 | -38*

(continued)
Values in the order – D2 ag, D1 ag, D2 potentiator, RXFP1 antagonist, TRHR PAM, D2 antagonist, D1 potentiator, D1 antag, RXFP1 ag
- CC(C)CCNC(=O)[C@@H](c1ccccc1)N1Cc2ccccc2C1=O
→ -0.6, -1, 0, /, 11, /, -3, 2, 0.0%
- O=C(Nc1ccccc1N1CCOCC1)c1cc(=O)[nH]c2ccccc12
→ 0.1, 2, -8, -2, 1, -5, -2, -2, -1.0%
- CC(C)(CNS(C)(=O)=O)SCc1ccc(Cl)cc1
→ 1.9, 2, 1, 11, 0, -3, -2, -3, 3.7%
- Cc1ccc2c(=O)cc(C(=O)Nc3cccc(C(F)(F)F)c3)oc2c1C
→ /, 1, 2, -3, 1, /, 2, -3, -0.4%
- CN(C)c1ccc(C(=O)OCC(=O)NC2CCCCC2)cc1
→ 1.1, 0, -1, 3, 1, 17, -9, 7, -0.7%
- CCOC(=O)c1c(-c2ccc(OC)cc2)oc2ccc(OCc3ccc(F)cc3F)cc12
→ 1.9, 3, 0, -3, 1, /, -4, -11, 6.0%
- O=C(Nc1ccc(O)cc1)c1c(O)c2c([nH]c1=O)CCCC2
→ 0.3, -4, 8, -17, 1, -5, -4, -12, -1.9%
- Cc1cc(=O)n(C)c(=O)n1CCCCCCOc1cccc([N+](=O)[O-])c1
→ -1.5, 20, -2, -5, 0, -9, -4, -22, 3.4%
- Cc1cc(C)n(CCOC(=O)c2sc3ccccc3c2Cl)n1
→ -1.2, 0, -9, -6, -9, 4, -5, -5, 6.2%
- c1coc(CNc2nc3sc4c(c3c3ncnn23)CCCC4)c1
→ -0.1, 2, 7, 8, -8, 11, 2, 5, 3.1%
- O=C1OC2(CCCCC2)CC2=C1C1O[C@](CCCCN3C(=O)c4ccccc4C3=O)(Cc3ccccc31)O2
→ /, 3, /, /, 5, /, -3, -9, 0.1%[11.5 µM]
- Cc1nn(CCCC(=O)NCCc2ccc(Cl)cc2)c(=O)c2c1sc1ccccc12
→ -0.3, 2, -4, -33, 2, /, -2, 9, 2.8%
- CC[n+]1c(C)sc2sc3ccccc3c21
→ 2.7, 12, -3, /, 0, 3, -3, 40, 4.1%
- CCOc1ccc(NC(=O)C(C)Sc2nnnn2C)cc1 (stereo not drawn)
→ 0.3, 0, -2, -8, 0, -6, -8, -32*, -0.2%
- O=C(NCCCn1ccnc1)/C(=C\c1ccccc1Cl)NC(=O)c1ccccc1
→ 1.4, 1, 18, 7, 2, 2, -6, 5, 2.7%

Additional entries follow:
| molecule | D2 ag | D1 ag | D2 potentiator | RXFP1 antagonist | TRHR PAM | D2 antagonist | D1 potentiator | D1 antag | RXFP1 ag |
| --- | --- | --- | --- | --- | --- | --- | --- | --- | --- |
| CCOC(=O)c1cn(C2CC2)c2c(F)c(F)c(F)cc2c1=O | -1.8 | 3 | 29 | -13 | 7 | -8 | -3 | -2 | 4.3% |
| CC(C)Cc1nnc(NC(=O)CCS(=O)(=O)c2ccc(Cl)cc2)s1 | -0.4 | 6 | 10 | -13 | 3 | -10 | 6 | 10 | -0.1% |
| Nc1ccc(S(=O)(=O)N2CCC(Cc3ccccc3)CC2)cc1 | -3.1 | 6 | -6 | -10 | -10 | 16 | 2 | -11 | 3.2% |
| CC(C)NC(=O)COC(=O)C1CSC2(c3ccc(Br)cc3)CCC(=O)N12 (stereo not drawn) | -0.2 | 0 | -23 | -12 | 0 | 7 | -2 | 9 | 2.3% |
| Cc1ccc(OC(C)C(=O)N2CC(=O)Nc3ccccc32)cc1 (stereo not drawn) | / | 1 | -1 | -8 | 16 | / | 10 | -2 | -0.8% |
| COc1ccc(C2OC(=O)c3ccccc3S2)cc1 (stereo not drawn) | / | 1 | / | -25 | 1 | / | -8 | -12 | 0.6% |
| Cc1cccc(OCc2nc(-c3ccc(Br)o3)no2)c1 | -0.1 | 2 | -1 | -17 | -5 | -5 | -4 | 1 | -1.3% |
| Cc1ccc2c(c1)-c1ncc(C(=O)c3ccccc3O)cc1CO2 | / | 0 | -1 | / | -1 | / | -1 | 28 | 3.1% |
| CCc1nnc(N/N=C/c2c(Cl)cccc2Cl)n1N | -0.4 | 2 | 4 | 1 | 4 | -6 | -5 | -7 | -4.3% |
| O=C(CNS(=O)(=O)/C=C/c1ccccc1)OC1CCOC1=O (stereo not drawn) | -0.4 | 3 | -1 | 8 | -7 | 21 | -8 | -5 | 1.5% |
| CC(C)CCN(Cc1ccco1)S(=O)(=O)c1ccc(-c2ccc(=O)[nH]n2)s1 | 0.5 | 6 | 11 | 6 | -6 | -2 | -6 | -4 | 1.1% |
| CC(C)(C)C(=O)Nc1ccccc1C(=O)N1CCCC1 | 0.4 | 0 | 7 | 2 | 2 | 3 | -16 | 5 | 1.5% |
| COc1ccc2c(c1)c(=O)c(S(=O)(=O)c1ccc(F)cc1)cn2Cc1ccccc1Cl | -0.1 | 4 | -8 | -2 | 1 | / | 8 | 24 | 23% |
| O=C(O)/C=C\C(=O)Nc1cccc(C(=O)Nc2cccc(O)c2)c1 | / | 2 | -9 | 10 | -1 | / | -2 | 4 | -0.2% |
| O=C(Cn1cc([N+](=O)[O-])cn1)NC1CCCCCC1 | 1.1 | 2 | -6 | 5 | -2 | 12 | / | -10 | 1.5% |
| O=C(NN1CCOCC1)c1ccc(Cl)cc1[N+](=O)[O-] | 0.1 | 6 | 0 | 2 | 1 | 10 | 10 | 9 | -0.7% |
| COc1ccc(/C=N/NC(=O)c2ccccc2[N+](=O)[O-])cc1CN1CCc2cc(OC)c(OC)cc2C1C (stereo not drawn) | 0.5 | 0 | -15 | 13 | -2 | -6 | -2 | 12 | 1.2% |
| COc1ccc2sc(C)nc2c1NC(C)=O | 0.8 | 1 | 5 | -1 | 4 | -27 | -2 | 6 | -0.3% |
| COc1ccc(NC(=O)CSc2ccc(-c3ccco3)nn2)cc1 | -0.1 | -1 | -6 | -4 | 22 | 3 | -9 | 2 | 3.8% |
| O=C(NCc1ccco1)c1ccccc1NS(=O)(=O)c1ccc(Cl)s1 | -1.3 | 21 | -2 | -3 | -11 | 13 | -1 | / | 0.9% |
| COCCn1c(-c2ccc(OC)cc2)cnc1SCC(=O)Nc1cccc2ccccc12 | 0.0 | 6 | 0 | -18 | 4 | 16 | 0 | -8 | 1.6% |
| COC(=O)c1cc(C(=O)NC(C)C2CC3CCC2C3)cc([N+](=O)[O-])c1 (stereo not drawn) | -3.0 | 2 | -4 | -15 | -7 | 9 | -5 | -60* | -2.7% |
| CCN(C(=O)CCS(=O)(=O)c1ccc(Br)cc1)c1ccc2c(c1)OCO2 | / | 3 | / | 0 | -3 | / | 1 | 4 | 2.3% |
| CCOCCCNC(=O)c1ccc2c(c1)OCO2 | -0.7 | -1 | -2 | 4 | 1 | -19 | -2 | -7 | -0.3% |

Screening data as filed in PubChem BioAssay.

This is a subset (hit frequency here may not be typical).
